TGFb inhibitor: qHTS for Inhibitors of TGF-b; HepG2 CAGA-GFP TGF-b/SMAD3 reporter, GFP fluorescence, 18 h; TGF-beta stimulated, 500 pg/mL final; Potency, µM (highest dose often 46.1 µM), for inactives: top-dose activity, negative = inhibition, hits mostly inhibitors; 410,000 compounds, 1.2% hits; AID 588855, 2011; further: potency means the concentration at half of the fitted maximal effect; on the % scale 0 is the no-effect control and ±100 the full control effect; nearly all actives have a fitted effect of over 65% in size
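HEPG2 CAGA-GFP cells (1000/well, DMEM with 1% FBS) were pre-incubated 2 h at 37 degrees C, given compound by pin tool, then stimulated with TGF-beta at 500 pg/mL final for 18 h before per-cell GFP fluorescence imaging.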
S2 tox: Viability Counterscreen for Primary qHTS for Inhibitors of ATXN expression; S2 cells (HEK-293 line with an ATXN2-luciferase reporter) viability, CellTiter-Fluor protease fluorescence, 24 h; Potency, µM (top dose mostly 56.7 µM), actives largely listed as cytotoxic; 400,000 compounds, 0.49% hits; AID 651635, 2014; further: potency means the concentration at half of the fitted maximal effect; nearly all actives have a fitted effect of over 40% in size
Akt phos inh: HTS Assay for Inhibitors of Akt Phophorylation: Primary Screen | Neuro2A IGF-stimulated pAkt S473 HTRF, 20 min; hits give low values | activity change, % for hits at 50 µM | 360,000 compounds, 0.32% hits | AID 651550, 2012; in the data active means activity change below about -80%; inconclusive means mostly about -51% to -80%; further: on the % scale 0 is the no-effect control and ±100 the full control effect
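Neuro2A cells (4,500/well, DMEM with 0.5% FBS) were treated with compound at a single 50 µM final concentration, stimulated with 6 nM IGF for 20 min at 37 °C, and lysed. Phospho-Akt Ser473 was read by HTRF as 665/615 ratio ×10^4.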
HepG2 tox: qHTS for Inhibitors of TGF-b: Cytotox Counterscreen. HepG2 CAGA-GFP viability, ATP luminescence, 18 h. AID 588856, 2011. 410,000 compounds, 0.76% hits. Potency, µM (series often up to 46.1 µM), inactives show at the highest dose activity change, negative = cytotoxicity, hits mostly cytotoxic; further: potency means the concentration at half of the fitted maximal effect; some results filed as inactive show a strong effect at the top dose
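HepG2 CAGA-GFP cells (1000/well, DMEM with 1% FBS) received compound, then TGF-beta at 500 pg/mL final, and were incubated 18 hours at 37 degrees C. Viability was read by CellTiter-Glo luminescence. Media-only wells were set as complete cell-killing and DMSO as no toxicity.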
A549 viability: Nrf2 qHTS screen for inhibitors: counterscreen for cytotoxicity | A549 ARE-Fluc cells, CellTiter-Fluor viability, 18-24 h | Potency, µM (highest dose often 46 µM), for the others: at the highest dose activity change, negative = cytotoxicity, most hits filed as inhibitors | 390,000 compounds, 0.16% hits; further: potency means the concentration at half of the fitted maximal effect; on the % scale 0 is the no-effect control and ±100 the full control effect
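A549 ARE-Fluc cells in 5% FBS OPTI-MEM, 5000 cells/well, rested 2 h then exposed to compounds in concentration-response for 18-24 h at 37 °C. Viability by CellTiter-Fluor fluorescence (Ex 405/Em 525) after 30 min; luciferase luminescence (BugLite, 15 min, RT) read afterwards.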
CCT chaperon mod: High-Throughput Screening for Modulators of Cytosolic Chaperonin Activity | purified chaperonin ATPase assay, HTRF ADP detection, 30 min | activity change, % (test concentration not listed), hits read low | 360,000 compounds, 0.3% hits; in the data active means activity change below about -30%; further: on the % scale 0 is the no-effect control and ±100 the full control effect
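TRiC (40 or 20 nM final, by batch activity) in 30 mM Tris pH 7.4, 100 mM KCl, 5 mM MgCl2, 1 mM DTT was treated with compound at 76 uM single dose, then 10 uM ATP, 30 min at 37 °C. ADP was read by HTRF Transcreener.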
Nrf2 inh: Nrf2 qHTS screen for inhibitors. A549 ARE-Fluc reporter, luciferase luminescence, 18-24 h. Potency, µM (titrated, usually from 46 µM), for the others: at the highest dose activity change, negative = inhibition, actives largely listed as inhibitors. 360,000 compounds, 2.1% hits; further: potency means the concentration at half of the fitted maximal effect; on the % scale 0 is the no-effect control and ±100 the full control effect; nearly all actives have a fitted effect of over 60% in size
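A549 ARE_Fluc cells, 5000/well, 5% FBS OPTI-MEM; compounds in dose-response, 18-24 h at 37 °C/5% CO2; CellTiter-Fluor viability read (Ex 405/Em 525), then BugLite luciferase luminescence = Nrf2 activity.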
Mm-Cpn inhibitor: Inhibitors of TCP-1 ring complex (TRiC) of Methanococcus maripaludis (MmCpn): qHTS; purified Mm-Cpn ATPase, ADP Transcreener TR-FRET; Potency, µM (top dose mostly 76.9 µM), for the others: at the top dose activity, negative = inhibition, actives largely listed as inhibitors; 330,000 compounds, 0.031% hits; further: potency means the concentration at half of the fitted maximal effect; on the % scale 0 is the no-effect control and ±100 the full control effect; nearly all actives have a fitted effect of over 80% in size
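Reaction buffer contained 30 mM Tris pH 7.4, 100 mM KCl, 5 mM MgCl2 and 1 mM DTT. Mm-CPN (25 nM final) hydrolysed 10 uM ATP over 30 min at 37°C; ADP was read by HTRF.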
Nrf2 ARE act: qHTS of Nrf2 Activators. Potency, µM (titrated, usually from 46.1 µM), without a hit: at the highest dose activation, actives largely listed as activators. AID 624171, 2012. AREc32 ARE-luciferase reporter (MCF7-derived line), luminescence, 24 h. 410,000 compounds, 0.31% hits; further: potency means the concentration at half of the fitted maximal effect; % of control where 0% means no effect; nearly all actives have a fitted effect of over 65% in size
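Luciferase luminescence (Steady-Glo, 30 min at room temperature) served as the read-out of ARE activation in AREc32 cells treated with compounds for 24 hr at 37 deg C.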
The depositor's hits bear a star; i = inactive; ? = inconclusive; / = not tested or not shown; [ ] = dose if it differs, or a comment. Unless noted, the call rests on the fitted dose curve; in most records, active means well fitted curve in the direction sought with a large enough effect; inconclusive means small, poorly fitted or top-dose-only effect, or another doubt; inactive means no such curve, though single readings can be large; an effect the other way counts as inactive or inconclusive.

SMILES	TGFb inhibitor	S2 tox	Akt phos inh	HepG2 tox	A549 viability	CCT chaperon mod	Nrf2 inh	Mm-Cpn inhibitor	Nrf2 ARE act
COc1ccc(Nc2c3c(nc4ccccc24)CCC3)cc1	11µM*	i	i	-47%	?	-0.8	?	2%	5.3%
COc1ccc(CCC(C)NC2CCCCCCC2)cc1 (configuration not stated)	38%[activator]	i	i	-10%	0%	-2.7	-3%	-8%	2.5%
CCc1sc(N(C(=O)Cc2ccccc2)c2cccc(F)c2)nc1-c1ccc(C)cc1	13%	i	/	4%	1%	0.7	?	-1%	-2.1%
Cn1nc(C(=O)NCCCN2CCCCC2)c2c1-c1ccccc1SC2	7%	i	i	9%	-2%	0.7	8%	-1%	-0.3%
CCN1C(=O)c2ccccc2Sc2ccc(NC(=O)Nc3cccc([N+](=O)[O-])c3C)cc21	?	i	/	6%	-20%	/	/	/	-0.6%
O=C(C1CCC(CNc2nc(=S)[nH]c3ccccc23)CC1)N1CCN(c2ccc(F)cc2)CC1 (configuration not stated)	2%	i	i	-9%	?	-36*	?	-6%	3.7%
CC1CCN(Cc2c(O)ccc3c(=O)c(-c4nc5ccccc5s4)c(N)oc23)CC1	-2%	i	i	-19%	20%	-0.5	10%	-2%	6.7%
COc1ccc(C(=O)N2CCN(c3nc4c(OC)cccc4s3)CC2)cc1OC	-17%	/	/	-27%	-3%	/	/	/	-0.9%
CCOC(=O)N1CCC(NS(=O)(=O)c2ccc3c(c2)oc(=O)n3C)CC1	10%	i	i	29%	-1%	1.5	-17%	-2%	-0.4%
CC(=O)Nc1ccc2[nH]c(C)cc(=O)c2c1	-4%	i	i	-8%	-4%	-5.3	11%	0%	-0.4%
COc1ccc(CCN(Cc2cc3cc(C)cc(C)c3nc2Cl)C(=O)C2CC2)cc1	?	i	i	-31%	-21%	-0.8	16µM*	-4%	-0.6%
COc1ccc(C(C)(NC(C)=O)c2nc(-c3ccc(F)cc3OC)cs2)cc1 (configuration not stated)	5%	i	i	-3%	/	-1.7	/	/	3.9%
O=[N+]([O-])c1cccc(S(=O)(=O)NCCc2ccccc2)c1	-8%	i	i	-5%	-6%	-1.2	-10%	2%	-0.2%
CCCCN(CCCC)Cc1cc2ccccc2c2c1COC2	-23%	i	i	-15%	?	1.3	/	0%	-0.2%
COC(=O)c1cccc(CSc2nnc(-c3ccco3)n2-c2ccccc2)c1	13%	i	i	2%	0%	2.1	-6%	-1%	1.7%
COCCN1C(=O)c2[nH]nc(-c3ccccc3O)c2C1c1ccc(Cl)c(Cl)c1 (configuration not stated)	?	/	/	-108%	-2%	/	0%	/	0.0%
CCOc1ccc(N(C)C(=O)CCc2nnc3ccc(N4CCOCC4)nn23)cc1	3%	i	i	-6%	0%	-0.5	-12%	0%	-1.4%
CN(C(=O)c1cccc(NC(=O)Cc2ccc([N+](=O)[O-])cc2)c1)C1CC1	-30%	i	i	-18%	-6%	-2.7	21µM*	0%	3.1%
O=C(CN(Cc1ccc(F)cc1)C(=O)CNS(=O)(=O)c1ccc(F)cc1)NCC1CCCO1 (configuration not stated)	-7%	i	i	0%	4%	-3.3	-2%	1%	-0.6%
CCCCn1c(N)c(N(CCC(C)C)C(=O)c2cc(-c3ccco3)nc3ccccc23)c(=O)[nH]c1=O	-11%	?	i	-1%	-4%	0.2	-4%	?	2.6%
O=C(COC(=O)/C=C/c1ccc(Cl)cc1Cl)NCCC1=CCCCC1	-2%	i	i	-9%	0%	0.3	4%	-1%	-0.3%
Cc1ccccc1-n1ncc2c1CC(C)(C)CC2NC(=O)C1=CC(=O)CC(C)(C)O1 (configuration not stated)	-7%	i	i	-3%	-17%	-1.4	?	1%	0.3%
COc1cc(NC(=O)Nc2nnc([C@H]3C[C@H](O)[C@@H](CO)O3)s2)cc(OC)c1	-3%	i	i	-6%	/	-1.3	/	/	0.3%
COc1cc(S(=O)(=O)Nc2ccccc2C(=O)N2CCCCC2)ccc1NC(C)=O	7%	i	i	-6%	0%	2.8	?	0%	-0.8%

Five compounds already listed, arranged by length of the SMILES, rising:
SMILES	TGFb inhibitor	S2 tox	Akt phos inh	HepG2 tox	A549 viability	CCT chaperon mod	Nrf2 inh	Mm-Cpn inhibitor	Nrf2 ARE act
COc1ccc(C(=O)N2CCN(c3nc4c(OC)cccc4s3)CC2)cc1OC	-17%	/	/	-27%	-3%	/	/	/	-0.9%
COc1cc(S(=O)(=O)Nc2ccccc2C(=O)N2CCCCC2)ccc1NC(C)=O	7%	i	i	-6%	0%	2.8	?	0%	-0.8%
CC1CCN(Cc2c(O)ccc3c(=O)c(-c4nc5ccccc5s4)c(N)oc23)CC1	-2%	i	i	-19%	20%	-0.5	10%	-2%	6.7%
Cc1ccccc1-n1ncc2c1CC(C)(C)CC2NC(=O)C1=CC(=O)CC(C)(C)O1 (configuration not stated)	-7%	i	i	-3%	-17%	-1.4	?	1%	0.3%
O=C(C1CCC(CNc2nc(=S)[nH]c3ccccc23)CC1)N1CCN(c2ccc(F)cc2)CC1 (configuration not stated)	2%	i	i	-9%	?	-36*	?	-6%	3.7%

Next part:
SMILES	TGFb inhibitor	S2 tox	Akt phos inh	HepG2 tox	A549 viability	CCT chaperon mod	Nrf2 inh	Mm-Cpn inhibitor	Nrf2 ARE act
CCC1(C)Nc2ccccc2C(=O)N1O (configuration not stated)	12%	i	i	-17%	5%	0.5	-28%	-3%	7.8%
CC(=O)c1ccc(N(C(=O)CNC(=O)c2ccco2)C(C(=O)NC2CCCC2)c2ccc(C)o2)cc1 (configuration not stated)	14%	i	i	2%	0%	1.1	8%	1%	-0.5%
CN(Cc1ccccc1)C(=O)c1cccc(NC(=O)Cc2ccc(NC(=O)C3CCN(C(=O)C4CC4)CC3)cc2)c1	36%[activator]	i	i	2%	-3%	-1.9	2%	/	0.0%
Cc1cccc(NC(=O)c2ccc(C(=O)c3ccccc3)o2)c1	-9%	i	i	-9%	-1%	1.6	?	-4%	3.0%
CCC[C@@H](CN[C@@H](CNC)C(C)C)NCCCCc1ccccc1	?	?	i	16µM*	-20%	1.0	9%	?	-5.1%
O=C(NCc1cccnc1)c1cc(C2CCCCN2C(=O)c2ccc3c(c2)CCO3)on1 (configuration not stated)	4%	i	i	-5%	/	0.0	/	/	-1.0%
COc1cccc(OCCN2CCN(c3ncnc4c3cnn4-c3ccccc3)CC2)c1	-34%	i	i	-20%	-14%	-1.1	?	?	5.0%
Cc1noc(C)c1COc1ccc(C(=O)OCC(=O)Nc2ccc3c(c2)OCO3)cc1	19%	i	i	-5%	9%	-0.2	23%	1%	-0.1%
CCN(CC)S(=O)(=O)c1ccc(Cl)c(C(=O)Nc2cc(C)nn2-c2ccccc2)c1	-4%	i	i	-10%	-14%	1.5	?	-1%	2.6%
COc1ccc(OC)c(C2=Nn3c(nnc3-c3cc(OC)c(OC)c(OC)c3)SC2)c1	-5%	i	i	-33%	5%	0.4	?	0%	5.2%
Cc1cccc([C@@H]2[C@@H]3C(=O)N(Cc4ccccc4)C(=O)[C@@H]3[C@]3(Cc4ccc(Cl)cc4)C(=O)N(c4cccc(Br)c4)C(=O)N23)c1	1%	i	i	1%	-10%	-0.9	2%	2%	-1.4%
CCN=C1SC(C(N)=O)CC(=O)N1CC (configuration not stated)	-2%	i	i	-1%	0%	0.3	16%	0%	-0.5%
COc1ccc(CCN(C)C2CCCN(S(=O)(=O)c3ccccc3F)C2)cc1OC (configuration not stated)	-31%	i	i	-59%	0%	-2.7	?	-1%	0.4%
Cc1cc(C)cc(-n2nnnc2SCC(=O)Nc2nc(-c3ccc(F)cc3)cs2)c1	-8%	?	i	-37%	?	-6.9	?	2%	0.5%
O=C(NCCN1CCC(n2c(=O)[nH]c3ccccc32)CC1)c1ccc(F)c(C(F)(F)F)c1	/	?	i	/	/	-2.3	/	/	6.5%
NCC(c1ccc(Cl)cc1Cl)c1c[nH]c2ccccc12 (configuration not stated)	?	i	i	-152%	-1%	-1.5	-6%	1%	-0.4%
O=C(NCc1ccc2c(c1)CCN2C(=O)c1ccc(F)cc1)c1cc2ccccc2[nH]1	32%[activator]	/	/	-1%	-13%	/	/	/	-0.5%
COC(=O)CNc1cccc(C(F)(F)F)c1	-3%	i	i	18%	-1%	-4.6	1%	3%	0.2%
Cc1nnc(SCC(=O)Nc2nccs2)s1	-4%	?	i	-4%	0%	1.3	11%	2%	0.0%
NC1=NC(=O)C2(COC(c3ccncc3)OC2)S1 (configuration not stated)	15%	i	i	0%	9%	-4.2	?	2%	-0.3%
OC1(c2ccccc2F)CCN(Cc2nnc(-c3ccccc3)o2)CC1	-3%	i	i	-7%	1%	0.9	-7%	1%	2.1%
CCOc1cc(/C=C2/C(=N)N3C(=NC2=O)SN=C3S(=O)(=O)CC)ccc1OC(=O)c1ccco1	45%[activator]	/	i	-11%	8%	-2.7	9%	-1%	2.7%
N#CCC(=O)Nn1c(=S)[nH]c2ccccc2c1=O	-4%	i	i	2%	-7%	2.8	-10%	0%	-0.7%
CCCn1nc(C(=O)OCC(=O)c2ccc3c(c2)NC(=O)CO3)c2ccccc2c1=O	-15%	i	i	10%	-1%	-0.3	12%	-1%	0.4%
Cc1ccc2c(Cl)c(C)c(N3CCCC3)nc2n1	3%	?	i	-9%	-1%	-0.4	-6%	2%	0.6%
Cc1cccc(C(=O)Nc2nccs2)c1[N+](=O)[O-]	1%	i	i	5%	2%	0.2	6%	1%	3.4%

From PubChem BioAssay
